Screening data as filed in PubChem.
GCN5L2 inh: GCN5L2 (KAT2A) acetyltransferase inhibition; Q92830; GCN5L2 HAT assay, ThioGlo1 CoA-SH fluorescence; Potency, µM (titrated, usually from 58.9 µM), without a hit: top-dose activity change, negative = inhibition, hits mostly inhibitors; 390,000 compounds, 0.21% hits
Target sequence (Q92830 whole entry, looked up): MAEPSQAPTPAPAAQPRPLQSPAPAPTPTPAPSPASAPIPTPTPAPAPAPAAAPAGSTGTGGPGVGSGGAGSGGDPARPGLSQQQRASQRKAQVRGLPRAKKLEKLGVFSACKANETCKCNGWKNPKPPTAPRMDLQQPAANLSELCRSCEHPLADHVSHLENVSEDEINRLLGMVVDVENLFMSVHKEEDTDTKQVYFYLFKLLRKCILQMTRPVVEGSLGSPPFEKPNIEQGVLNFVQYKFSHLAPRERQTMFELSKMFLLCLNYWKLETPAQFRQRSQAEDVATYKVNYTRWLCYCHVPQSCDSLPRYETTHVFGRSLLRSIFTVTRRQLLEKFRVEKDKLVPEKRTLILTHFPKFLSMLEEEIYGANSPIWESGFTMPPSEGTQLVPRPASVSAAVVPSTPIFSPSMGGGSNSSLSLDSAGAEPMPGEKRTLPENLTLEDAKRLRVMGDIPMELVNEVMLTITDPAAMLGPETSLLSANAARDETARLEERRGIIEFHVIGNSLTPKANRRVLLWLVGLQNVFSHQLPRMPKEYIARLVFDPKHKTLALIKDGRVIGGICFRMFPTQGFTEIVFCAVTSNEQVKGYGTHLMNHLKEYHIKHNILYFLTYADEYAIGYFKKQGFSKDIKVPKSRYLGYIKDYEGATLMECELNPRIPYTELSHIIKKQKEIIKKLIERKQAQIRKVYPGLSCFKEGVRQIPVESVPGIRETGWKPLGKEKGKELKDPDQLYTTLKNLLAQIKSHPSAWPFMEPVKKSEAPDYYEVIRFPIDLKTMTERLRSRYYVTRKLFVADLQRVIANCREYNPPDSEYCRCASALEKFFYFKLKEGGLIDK
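GCN5L2 (20nM final) in 50mM HEPES, 0.1mM EDTA pH 7.5, 0.01% Tween-20 was preincubated 15 min at room temperature with compound, then given ThioGlo1 (50uM), H3(1-25) peptide (75uM) and acetyl-CoA (70uM); CoA-thiol fluorescence (Ex340/Em540) was read at 0 and 20 min.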
TDP1 cell noCPT: qHTS for Inhibitors of human tyrosyl-DNA phosphodiesterase 1 (TDP1): qHTS in cells in absence of CPT. DT40 Tdp1-/- hTDP1 cells, no CPT, ATP luminescence, 48 h. 420,000 compounds, 15% hits. Potency, µM (series often up to 46.2 µM), for inactives: at the highest dose activity change, negative = growth inhibition, hits mostly inhibitors. AID 686978, 2013; further: nearly all actives have a fitted effect of over 55% in size
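Chicken DT40 Tdp1-/- cells complemented with human TDP1, screened without camptothecin (DMSO vehicle only), 400 cells/well. Compounds pin-transferred, cells incubated at 37 °C for at least 48 hr. Growth read as ATP-dependent luminescence (CellTiter-Glo, 30 min at RT).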
TDP1 cell CPT: DT40-hTDP1 cell growth loss with CPT; chicken DT40 Tdp1-/-;hTDP1 cells + 20 nM CPT, ATP luminescence, 48 h; Potency, µM (doses to about 46.2 µM), for inactives: at the top dose activity change, negative = growth inhibition, actives largely listed as inhibitors; 420,000 compounds, 12% hits; AID 686979; further: nearly all actives have a fitted effect of over 55% in size
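Chicken DT40 Tdp1-/- cells stably complemented with human TDP1 were seeded at 400 cells/well in medium containing 20 nM camptothecin, exposed to pin-transferred compounds, and grown at 37 °C for at least 48 hr. Viability was read as ATP luminescence.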
Active calls of the source: *; ? = inconclusive; . = no result given; [ ] = another dose, or the depositor's remark. The call rests on the fitted dose curve; in most records, active means well fitted curve in the direction sought with a large enough effect; inconclusive means small, poorly fitted or top-dose-only effect, or another doubt; inactive means no such curve, though single readings can be large; an effect the other way counts as inactive or inconclusive. On the % scale 0 is the no-effect control and ±100 the full control effect; potency means the concentration at half of the fitted maximal effect.

SMILES | GCN5L2 inh | TDP1 cell noCPT | TDP1 cell CPT
Cc1cc(Nc2cc(F)ccc2C)nc(-n2nc(C)cc2C)n1 | -12.2% | 5.17µM* | 5.17µM*
CCCCOc1ccc(C(=O)N2CCCC2)cc1 | -23.2% | 1.6% | -4.0%
Brc1c(CSc2nc3ccccc3o2)nc2ncccn12 | -7.1% | -19.1% | -7.1%
NC1=NC(=O)C2(COC(c3ccncc3)OC2)S1 (stereo not given) | -6.1% | -2.0% | 9.2%
OC1(c2ccccc2F)CCN(Cc2nnc(-c3ccccc3)o2)CC1 | -0.1% | -23.3% | -16.9%
CCOc1cc(/C=C2/C(=N)N3C(=NC2=O)SN=C3S(=O)(=O)CC)ccc1OC(=O)c1ccco1 | ? | -12.2% | -5.4%
N#CCC(=O)Nn1c(=S)[nH]c2ccccc2c1=O | -1.5% | 10.7% | 14.6%
Cc1ccc2c(Cl)c(C)c(N3CCCC3)nc2n1 | 0.0% | ? | ?
Cc1cccc(C(=O)Nc2nccs2)c1[N+](=O)[O-] | -8.2% | -9.2% | 10.8%
Cc1cccc(Cn2c(-c3ccc[nH]c3=O)nc3ccccc32)c1 | -18.9% | 20.6µM* | ?
CC(NC(=O)C1CC1)c1ccc(-c2ccccc2)cc1 (stereo not given) | ? | ? | -22.5%
CCCn1nc(C(=O)OCC(=O)c2ccc3c(c2)NC(=O)CO3)c2ccccc2c1=O | -2.1% | -17.0% | 0.4%
Cc1ccc2nc(C3CCN(CC(=O)N4CCCCCC4)CC3)[nH]c2c1 | -3.2% | -10.1% | -8.4%
CN(c1ccccc1)S(=O)(=O)c1ccc(C(=O)OCC(=O)NCc2ccco2)cc1 | -0.7% | -13.9% | -7.9%
CCOc1ccc(C(C(=O)NCC2CCCO2)N(Cc2cccnc2)C(=O)c2snc(C(N)=O)c2N)cc1 (stereo not given) | -8.8% | -13.8% | 6.9%
Cc1ccccc1-n1nc(C(=O)O)c(C)c(C#N)c1=O | -1.5% | 4.3% | 1.4%
Cc1ccc(NC(=O)CSc2nc3ccccc3c3nc(CCn4c(C)nc5ccccc54)nn23)cc1F | -19.6% | 9.2µM* | 8.2µM*
CCOc1cc(N2CCOCC2)c(OCC)cc1NC(=O)C(NC(=O)c1ccco1)C(C)C (stereo not given) | -1.9% | 11.6µM* | -27.1%
CCN=C1SC(C(N)=O)CC(=O)N1CC (stereo not given) | 0.5% | -7.9% | 3.1%
Cc1cc(C)cc(-n2nnnc2SCC(=O)Nc2nc(-c3ccc(F)cc3)cs2)c1 | -5.2% | -19.3% | ?
COc1ccc(CCN(C)C2CCCN(S(=O)(=O)c3ccccc3F)C2)cc1OC (stereo not given) | 0.8% | -11.7% | -9.6%
O=C(NCCN1CCC(n2c(=O)[nH]c3ccccc32)CC1)c1ccc(F)c(C(F)(F)F)c1 | . | 25.9µM* | ?
O=C(NCc1ccc2c(c1)CCN2C(=O)c1ccc(F)cc1)c1cc2ccccc2[nH]1 | 1.8% | ? | 16.4µM*
NCC(c1ccc(Cl)cc1Cl)c1c[nH]c2ccccc12 (stereo not given) | -8.4% | 23.1µM* | 18.4µM*
Cc1nnc(SCC(=O)Nc2nccs2)s1 | -2.4% | -18.8% | 1.3%

Structures listed so far with a furan ring, fused or not, in the order listed:
SMILES | GCN5L2 inh | TDP1 cell noCPT | TDP1 cell CPT
CCOc1cc(/C=C2/C(=N)N3C(=NC2=O)SN=C3S(=O)(=O)CC)ccc1OC(=O)c1ccco1 | ? | -12.2% | -5.4%
CN(c1ccccc1)S(=O)(=O)c1ccc(C(=O)OCC(=O)NCc2ccco2)cc1 | -0.7% | -13.9% | -7.9%
CCOc1cc(N2CCOCC2)c(OCC)cc1NC(=O)C(NC(=O)c1ccco1)C(C)C (stereo not given) | -1.9% | 11.6µM* | -27.1%

New compounds follow.
SMILES | GCN5L2 inh | TDP1 cell noCPT | TDP1 cell CPT
CC1(C)CCC(c2ccc(Cl)cc2)=C(CN2CCN(c3ccc(C(=O)NS(=O)(=O)c4ccc(N[C@H](CCN5CCOCC5)CSc5ccccc5)c(S(=O)(=O)C(F)(F)F)c4)cc3)CC2)C1 | . | 0.316µM* | 0.447µM*
O=C(NCC(c1cccs1)N1CCOCC1)C1CCN(S(=O)(=O)c2cccc(C(F)(F)F)c2)CC1 (stereo not given) | -1.1% | ? | ?
N#CC1=C(SCC(=O)Nc2nccs2)NC(=O)CC1c1ccccc1 (stereo not given) | -6.7%[0.501 µM] | ? | -28.4%
OCCC1CN(Cc2ccccc2-c2ccco2)CCN1Cc1ccccc1 (stereo not given) | 3.2% | ? | -6.7%
CCN(CC(=O)NCc1ccc(Cl)cc1)C(=O)c1oc2ccccc2c1C | -1.2% | ? | 0.8%
COc1ccc(CCNC(=O)c2cc(S(=O)(=O)N(C)c3ccccc3)ccc2Cl)cc1 | -0.5% | 7.31µM* | 18.4µM*
Cc1ccc(NCc2ccccc2O)c(C)c1 | -4.4% | -14.3% | 12.4%
CCOC(=O)CCN(c1ccccc1)S(=O)(=O)c1ccc(-c2ccc(=O)[nH]n2)s1 | -0.4% | -1.5% | ?
O=C1SC(SCc2ccccc2)=N/C1=C\c1ccco1 | . | -15.3% | 7.8%
CCCN(C1CCS(=O)(=O)C1)S(=O)(=O)c1cc(OC)ccc1OC (stereo not given) | 2.5% | 18.5% | 2.1%
CN1C(=O)C(C)(C)c2cc(S(=O)(=O)NCc3ccc(C(=O)Nc4ccc(Cl)cc4)cc3)ccc21 | 0.8% | 13µM* | 18.4µM*
COc1ccc(NC(=O)CSc2nnc3ccc(-c4cccnc4)nn23)c(OC)c1 | -2.4% | 0.8% | 5.6%
CC(=O)Nc1ccc(S(=O)(=O)Nc2ccc(N3CCOCC3)cc2)cc1 | -0.7% | -16.8% | -11.9%
COc1ccccc1C(=O)NC(=S)/C=C1/N(C)c2ccccc2C1(C)C | -6.4% | ? | ?
COc1ncc(-c2ccc3c(c2)S(=O)(=O)c2cccc(C(=O)O)c2C3=O)cn1 | -1.1% | 9.7% | 6.2%
COc1ccc(N(C(=O)c2ccc(Br)o2)C2C=CS(=O)(=O)C2)cc1 (stereo not given) | ? | 13µM* | 13µM*
CCCC1OC(c2cc3c(cc2Cl)OCO3)OCC1CC (stereo not given) | . | ? | -7.5%
CCOC(=O)/C(C#N)=C/c1c(N2CCN(Cc3ccc4c(c3)OCO4)CC2)nc2c(C)cccn2c1=O | -4.2% | ? | ?
Cc1nn(-c2ccccn2)c(N)c1N=O | 1.9% | -15.6% | -3.7%
Cn1c(N)c(C(=O)CSc2nc3ccccc3c(=O)n2CCCN2CCOCC2)c(=O)n(C)c1=O | -0.8% | -13.3% | ?
COc1ccc(C(=O)OCC(=O)Nc2cc(S(=O)(=O)N3CCOCC3)ccc2N2CCCC2)cc1 | -1.1% | -18.1% | 3.0%
OC[C@@H]1O[C@H](n2cnc3c(SCc4ccccc4)ncnc32)[C@H](O)[C@H]1O | . | 11.2µM* | ?
CCCC(=O)N(Cc1cc(=O)[nH]c2ccccc12)c1ccc(C)cc1 | -3.3% | ? | ?
COc1ccc(Cl)cc1S(=O)(=O)N1CCCC(C(=O)NCc2ccccn2)C1 (stereo not given) | 3.0% | -9.5% | -14.6%
Cc1nc(-c2cccc(C(F)(F)F)c2)sc1C(=O)O | -7.0% | 21.2% | 1.8%
SMILES | GCN5L2 inh | TDP1 cell noCPT | TDP1 cell CPT
CC(Sc1nnnn1-c1ccccc1)C(=O)Nc1ccc(N2CCN(C)CC2)cc1 (stereo not given) | -4.0% | 10.3µM* | 13µM*
COc1cc2c(C)nc(C)c(C#N)c2cc1OC | -14.3% | ? | 0.2%
CCCCc1ccc(NC(=O)Nc2cc(C)nn2C)cc1 | -2.8% | -19.9% | 2.1%
Cc1ccc(C)c(NC(=O)c2cc(S(=O)(=O)N3CCCCC3)c[nH]2)c1 | 0.7% | ? | ?
Cc1nc(-c2ccc(F)cc2)c(CC(=O)N(C)CC(=O)Nc2cccc(F)c2)s1 | . | ? | ?
O=c1cc(NC2CCCCC2)c2ccccc2o1 | -5.2% | ? | ?
O=C(c1ccncc1)N1CCN(S(=O)(=O)c2cc(C(F)(F)F)cc(C(F)(F)F)c2)CC1 | -22.8% | -29.7% | ?
Cc1ccc(C(O)c2ncc(-c3ccc4ccccc4c3)[nH]2)cc1F (stereo not given) | . | 18.4µM* | 29.1µM*
CCC1CN(C(=O)Nc2ccccc2C(F)(F)F)c2ccccc2O1 (stereo not given) | -16.9% | 1.7% | 6.1%
Cc1ccc(C2NC(=O)c3ccccc3O2)cc1 (stereo not given) | -10.3% | -18.2% | -2.8%
O=C(c1ccncc1)N1CCC2(CC1)CN(C(c1ccccc1)c1ccccc1)C2 | -11.8% | -2.8% | 7.4%
CC(=O)c1cccc(NC(=O)COc2cc3oc(=O)c(CC(C)O)c(C)c3cc2Cl)c1 (stereo not given) | 24.0% | 20.6µM* | ?
Cc1cccnc1NC(=O)C(C)N1C(=O)c2ccccc2C1=O (stereo not given) | 0.5% | -8.2% | 8.3%
COc1ccc(NC(=O)CSCC(=O)N2c3ccccc3CCc3ccccc32)cc1 | -3.8% | ? | ?
Cc1nc2ncnn2c(C)c1Cc1cccc(F)c1 | 15.3% | -6.4% | 1.1%
CCOC(=O)CSc1nnc(-c2cccc(Br)c2)o1 | -2.2% | -1.5% | -10.6%
COC(=O)CNC(=O)COC(=O)c1cc(F)c(F)cc1Cl | -4.1% | 0.5% | 1.6%
COc1ccccc1CNC(=O)c1cnn(-c2ccc(F)cc2F)c1C1CCN(C(=O)OC(C)(C)C)CC1 | 17.5% | ? | 16.4µM*
CCOc1ccccc1NC(=O)NCc1ccc(F)cc1 | -12.5% | -27.9% | -25.1%
O=C(Cc1cccs1)NCc1ccccc1 | -1.9% | 2.7% | -2.6%
CCc1cc(C(=O)Nc2cnn(Cc3ccc(F)cc3)c2)no1 | -4.4% | ? | -13.7%
COc1ccc(C2C(C(=O)Nc3cccnc3)=C(C)Nc3nc(SCc4ccccc4)nn32)cc1 (stereo not given) | 1.9% | -5.5% | -24.2%
Cc1ccc(CN2CCNC(=O)C2CC(=O)N(C)CCc2cnn(C)c2)cc1 (stereo not given) | 0.2% | 9.3% | -1.9%
Cc1sc2nc3c(C(=O)N4CCCC4)cc(C(=O)c4ccccc4O)cn3c(=O)c2c1C | -10.6% | 13µM* | ?
CCC(=O)Nc1ccc2nc(C)n(CC(=O)Nc3ccccc3)c(=O)c2c1 | -2.5% | -26.5% | ?
SMILES | GCN5L2 inh | TDP1 cell noCPT | TDP1 cell CPT
O=C(Cn1cccc1C(=O)c1ccccc1)NCc1ccccc1 | -0.6% | -11.8% | 26.9%
CC(C)NC(=O)c1cnc(Sc2ncc(C(F)(F)F)cc2Cl)n1C | -5.4% | ? | ?
COc1ccc(C(=O)COC(=O)c2ccc3c(c2)NC(=O)CS3)c(OC)c1 | -3.9% | ? | ?
O=C(CN1C(=O)c2ccccc2S1(=O)=O)NC1CCCC1 | 4.3% | -0.4% | -6.9%
CC(C)CC(NC(=O)CNC(=O)C1O[C@@H]2OC(C)(C)O[C@@H]2[C@H]2OC(C)(C)O[C@@H]12)C(=O)O (stereo not given in full) | -2.8% | -7.4% | -11.9%
COc1cc(OC)c(C(=O)OCC(=O)NC23CC4CC(CC(C4)C2)C3)cc1OC | 1.5% | -24.9% | ?
COc1ccc(-n2c(N)cc(=O)[nH]c2=O)cc1 | -9.1% | 10.2% | 3.0%
N#CCCN(C(=O)CN1CCN(S(=O)(=O)c2ccc3c(c2)OCCO3)CC1)c1ccc(F)cc1 | 1.0% | -27.4% | -25.9%
COc1ccc(NS(=O)(=O)c2cc(NC(=O)c3ccc(=O)[nH]c3)ccc2N2CCCC2)cc1 | -19.5% | 7.31µM* | 4.11µM*
COc1ccccc1C(=O)N1c2ncnn2C2(CCCCC2)[C@@H]2CCCC[C@@H]21 | 2.8% | -17.9% | -11.9%

Arranged by heavy-atom count (rising): six of the compounds above
SMILES | GCN5L2 inh | TDP1 cell noCPT | TDP1 cell CPT
O=C(CN1C(=O)c2ccccc2S1(=O)=O)NC1CCCC1 | 4.3% | -0.4% | -6.9%
CC(C)NC(=O)c1cnc(Sc2ncc(C(F)(F)F)cc2Cl)n1C | -5.4% | ? | ?
COc1cc(OC)c(C(=O)OCC(=O)NC23CC4CC(CC(C4)C2)C3)cc1OC | 1.5% | -24.9% | ?
CC(C)CC(NC(=O)CNC(=O)C1O[C@@H]2OC(C)(C)O[C@@H]2[C@H]2OC(C)(C)O[C@@H]12)C(=O)O (stereo not given in full) | -2.8% | -7.4% | -11.9%
COc1ccc(NS(=O)(=O)c2cc(NC(=O)c3ccc(=O)[nH]c3)ccc2N2CCCC2)cc1 | -19.5% | 7.31µM* | 4.11µM*
N#CCCN(C(=O)CN1CCN(S(=O)(=O)c2ccc3c(c2)OCCO3)CC1)c1ccc(F)cc1 | 1.0% | -27.4% | -25.9%

Random draw from the library (roughly 18% active in at least one column).
